RTF Ca sens act: cardiac RTF calcium sensitization; AID 493008; 340,000 tested, 0.24% active; P19429+P45379; IANBD-labeled TnC RTF fluorescence at EC20 calcium; 0% EC20 calcium, 100% full calcium; activation, % at 7.2 µM;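 active means activation above the mean over all tested compounds plus 3 SD, cut at about 30% in these data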;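 further: rise in fluorescence read as greater calcium sensitivity of cardiac thin filaments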
V-ATPase pHluor: regulators of yeast V-ATPase proton transport | S. cerevisiae, pHLuorin cytosolic pH fluorescence | response, % at 10 µM | 350,000 tested, 0.37% active | AID 504577; in the data active means response mostly above about 7.3%, no sharp cut-off; inactive means mostly below about 5.4%; further: actives read high; inactives centre near 0; some compounds called inactive have numbers as strong as hits
CDK5 p35 inh: blocks human CDK5/p35 kinase activity; inhibition, % at 10 µM; 330,000 tested, 0.01% active; Recombinant CDK5/p35, ADP-Glo luminescence, 60 min;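 active means highest replicate inhibition of at least 50% and at least 75% of replicates reaching 50%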;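 further: plate controls were DMSO neutral control for no effect and GW8510 at 10 µM for full effect; many of its hits are not listed in these tables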
Target sequence (Q00535 whole entry, looked up): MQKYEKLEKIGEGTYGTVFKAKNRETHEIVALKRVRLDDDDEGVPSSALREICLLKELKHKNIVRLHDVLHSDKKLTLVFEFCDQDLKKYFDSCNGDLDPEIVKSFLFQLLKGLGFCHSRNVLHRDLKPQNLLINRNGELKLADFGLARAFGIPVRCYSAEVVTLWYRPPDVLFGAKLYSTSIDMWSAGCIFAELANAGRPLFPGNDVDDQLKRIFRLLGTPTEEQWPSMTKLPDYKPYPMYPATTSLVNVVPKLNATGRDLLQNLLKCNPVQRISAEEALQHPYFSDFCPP
Target sequence (Q15078 whole entry, looked up): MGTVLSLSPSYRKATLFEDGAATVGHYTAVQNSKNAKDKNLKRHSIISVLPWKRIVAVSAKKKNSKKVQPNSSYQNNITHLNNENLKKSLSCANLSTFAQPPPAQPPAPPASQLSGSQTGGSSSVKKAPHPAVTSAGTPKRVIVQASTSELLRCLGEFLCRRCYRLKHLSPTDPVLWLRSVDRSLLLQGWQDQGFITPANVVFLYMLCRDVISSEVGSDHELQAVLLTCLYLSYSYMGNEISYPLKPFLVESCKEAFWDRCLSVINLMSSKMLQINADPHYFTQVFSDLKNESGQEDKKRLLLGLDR
MITF act: MITF TRPM1 promoter activation in melanoma cells; SK-MEL-5 TRPM1-promoter luciferase, 24 h; % of positive control, neutral wells = 0; activation, % at 12.5 µM; 300,000 tested, 0.75% active; AID 588334;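 active means mean activation of at least 80% with every replicate also reaching 80%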;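 further: 0% = neutral control wells and 100% = parthenolide positive control wells; values of inactives mirror those of a sister screen read the other way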
Tat transport: blocks Tat-dependent protein export in E. coli; 340,000 tested, 0.036% active; AID 488895; E. coli MC4100 TorA-mCherry Tat export, fluorescence; inhibition, % at 10 µM;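 active means mean replicate inhibition at least 50% and at least half of replicates individually reaching 50%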;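 further: exported cargo escapes ClpAP degradation while cytoplasmic cargo is degraded and loses fluorescence; 0% = median of neutral control wells and 100% = median of NaSCN control wells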
dFosB activator: mouse delta FosB homodimer activation. purified delta FosB, TAMRA-CDK5 oligo fluorescence polarization; percent of positive-control signal above neutral wells. activation, % at 25 µM. 340,000 tested, 0.99% active;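 active means mean activation above about 17%, with every replicate also reaching it, limit read from the data, passing the limit was not always enough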;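 further: fluorescence polarization rise as delta FosB binds a TAMRA Cdk5 AP-1 oligo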
Target sequence (P13346 whole entry, looked up): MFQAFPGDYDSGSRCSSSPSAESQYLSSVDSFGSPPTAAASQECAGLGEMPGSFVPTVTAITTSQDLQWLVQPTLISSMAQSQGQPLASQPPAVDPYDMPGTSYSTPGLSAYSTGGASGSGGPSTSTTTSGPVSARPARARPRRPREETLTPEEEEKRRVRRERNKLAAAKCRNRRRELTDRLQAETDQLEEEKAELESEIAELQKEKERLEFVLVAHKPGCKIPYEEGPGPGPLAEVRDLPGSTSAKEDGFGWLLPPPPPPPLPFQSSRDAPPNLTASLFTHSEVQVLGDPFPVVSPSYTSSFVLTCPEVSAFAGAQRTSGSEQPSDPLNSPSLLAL
Rtt109 HAT inh: C. albicans Rtt109 histone acetyltransferase inhibition | AID 540336 | purified Rtt109/Vps75, ThioGlo CoA-SH fluorescence, 4 h | inhibition, % at 34.9 µM | Q5AAJ8 | 330,000 tested, 0.16% active;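 active means inhibition of at least 50% in every replicate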
Wnt act: Wnt/beta-catenin pathway activation; 300,000 tested, 1.2% active; Wnt/beta-catenin reporter cell assay, activator, plate reader; activation, % at 9.35 µM; AID 743398; in the data active means activation above about 30%, passing the limit was not always enough;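 further: 0% = neutral control wells and 100% = positive control wells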
CAL PDZ FP-1: human CAL PDZ-peptide interaction inhibition | purified CAL PDZ, TMR-peptide fluorescence polarization, 1 h | inhibition, % at 20 µM | 330,000 tested, 0.02% active | AID 504414;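 active means highest replicate inhibition of at least 40%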;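 further: plate controls were DMSO neutral control wells for no effect and unlabeled competitor peptide control wells for full effect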
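Material – purified CerCALP PDZ construct · Detection – FP readout, S and P plane fluorescence · Measure – percent inhibition from loss of millipolarization · Controls – unlabelled peptide for full inhibition, DMSO wells as neutral · Probe or stimulus – TMR-labelled reporter peptide T*-PRC34 bound in PDZ groove · Times – 1 h at RT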
CAL PDZ FP-2: CAL PDZ (human) peptide binding inhibition; inhibition, % at 24.9 µM; 300,000 tested, 0.92% active; AID 602252; purified CAL PDZ, TMR-peptide fluorescence polarization, 1 h;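 active means mean inhibition of at least 30% with at least half of replicates also reaching 30%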;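 further: 0% = DMSO neutral control and 100% = excess unlabeled competitor peptide PRC23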
Numbers without * were called inactive; · = no result given.

SMILES	RTF Ca sens act	V-ATPase pHluor	CDK5 p35 inh	MITF act	Tat transport	dFosB activator	Rtt109 HAT inh	Wnt act	CAL PDZ FP-1	CAL PDZ FP-2
CC(C)(O)C#Cc1ccc([C@@H]2C[C@H]3CN(c4ccccc4)C(=O)[C@]34CCCN24)s1	3	-1	0.8	-44	4	-5	4	-29	-2.0	-1
Cc1ccc(S(=O)(=O)NN=Cc2cc(Cl)ccc2O)cc1	1	-1	0.1	14	3	7	-1	7	0.7	-2
Cc1ccc(NC(=O)C2CCN(C(=O)[C@@H]3Cc4ccccc4CN3)CC2)c(C)c1	-3	-1	-0.7	-13	3	-2	4	0	-2.2	-4
Cc1ccc(OCC(=O)Nc2ccc3c(c2)ncn3C)cc1	-8	1	0.3	5	2	-2	7	-2	-0.3	·
Cc1ccc(N=Cc2cc(Cl)cc(Cl)c2O)nc1	7	-7	-2.7	-7	-4	-4	8	0	-1.2	0
O=C(CC1NCCc2ccccc21)Nc1ccccc1 (stereo unspecified)	1	-1	0.2	-11	0	-3	7	8	·	0
COc1ccc(C(=O)NC(CC(C)C)C(=O)O)cc1 (stereo unspecified)	4	0	-4.5	-3	11	4	1	0	0.1	3
CCOc1ccc(C(=O)NC(C(=O)NCC(c2cccs2)N(C)C)C(C)C)cc1 (stereo unspecified)	-2	0	0.6	-6	2	-5	20	5	-0.4	0
CCOC(=O)N1CCN(CCC(=O)c2ccc(OC)cc2)CC1	0	0	-1.5	-6	-19	-1	6	-1	-2.2	-5
CCc1cc(C(=O)NC(C)C2CCCO2)cs1 (stereo unspecified)	-1	2	1.9	11	2	3	-5	2	1.2	-3
CC(C)C[C@@H](CO)N1CCN(CC(C)C)CCC1=O	-4	1	0.6	3	-10	-3	10	-2	0.4	0
CCCCc1nc(SCC(=O)Nc2cc(C)on2)n[nH]1	10	0	-1.8	-9	7	-3	-8	0	-1.1	-4
O=C(Nc1ccc(N2CCN(C(=O)c3ccco3)CC2)c(Cl)c1)c1cccs1	2	-3	-1.1	2	-5	0	12	·	0.1	·
O=C(CN1C(=O)c2ccccc2C1=O)OCC(=O)N1CCc2ccccc2C1	3	11	2.0	9	2	-11	2	·	0.5	-5
COc1ccc(Cl)cc1NC(=O)CN(C)CC(=O)Nc1ccccc1N1CCOCC1	0	4	-3.7	-15	6	-16	-3	-9	-2.3	-5
Cc1ccc(-c2csc3ncnc(Cl)c23)cc1	-4	-1	0.2	-17	-4	-1	-11	2	-1.7	·
Cc1ccc(-c2cccc(CN3CCN(C4CCN(C(C)C)CC4)C(CCO)C3)c2)o1 (stereo unspecified)	0	-3	1.1	9	-6	-9	9	-5	-4.6	-4
Cc1ccc(N2C(=O)CS/C2=C(\C(Cl)=C(Cl)Cl)[N+](=O)[O-])cc1	-17	-3	1.0	1	3	-8	39	-2	-4.0	-2
CCC(C)(C(=O)NC1CCCCC1)N(C(=O)Cc1cccs1)c1ccccc1 (stereo unspecified)	6	-4	3.3	17	-4	-2	10	·	0.3	-3
Cc1cccc(-n2c(Cc3cc(=O)[nH]c(=O)[nH]3)nnc2SC(C)C)c1	0	5	0.5	4	4	-6	0	-3	0.0	10
COc1ccccc1N1CCN(CC(O)COc2c(OC)cccc2OC)CC1 (stereo unspecified)	-4	3	0.7	·	1	-3	11	-4	1.0	-2
CCn1c(CCNC(=O)c2ccc(C)cc2)n[nH]c1=S	8	6	-1.2	1	-5	-2	-2	-3	-0.2	-4
COc1cc(C(=O)NCc2ccc(-c3nc4ccccc4s3)cc2)cc(OC)c1OC	-4	-2	-2.2	48	12	-10	-1	-2	-1.4	-4
COc1ccc(C2=CC(c3ccc(F)cc3)n3nnnc3N2)cc1 (stereo unspecified)	12	0	-2.8	34	4	-18	-98	7	-2.9	0
Cc1noc(C)c1CSCC(=O)N1CCN(c2ccc([N+](=O)[O-])cc2)CC1	4	2	0.1	-9	0	1	1	-1	·	-5

Entries of single compounds, looked up by structure:
Record of CCc1cc(C(=O)NC(C)C2CCCO2)cs1 (stereo unspecified) → RTF Ca sens act = -1; V-ATPase pHluor = 2; CDK5 p35 inh = 1.9; MITF act = 11; Tat transport = 2; dFosB activator = 3; Rtt109 HAT inh = -5; Wnt act = 2; CAL PDZ FP-1 = 1.2; CAL PDZ FP-2 = -3
Record of Cc1ccc(-c2csc3ncnc(Cl)c23)cc1 → RTF Ca sens act = -4; V-ATPase pHluor = -1; CDK5 p35 inh = 0.2; MITF act = -17; Tat transport = -4; dFosB activator = -1; Rtt109 HAT inh = -11; Wnt act = 2; CAL PDZ FP-1 = -1.7; CAL PDZ FP-2 = ·

(continued)
SMILES	RTF Ca sens act	V-ATPase pHluor	CDK5 p35 inh	MITF act	Tat transport	dFosB activator	Rtt109 HAT inh	Wnt act	CAL PDZ FP-1	CAL PDZ FP-2
COC(=O)CCC(=O)c1ccn(S(=O)(=O)c2ccccc2)c1	2	-3	-0.9	9	4	-3	-4	7	-0.5	-5
COc1ccc(Nc2nc(-c3ccccc3F)nc3ccccc23)cc1OC	1	3	0.7	-2	16	-5	2	2	1.8	10
CCOC(=O)CSc1nnc(CNC(=O)c2cc(OCC)c(OCC)c(OCC)c2)n1C	-3	-5	0.0	-6	9	-1	2	·	0.1	-2
CCCn1c(C(O)c2cccc(OC)c2)nc2ccccc21 (stereo unspecified)	-5	-2	0.1	·	5	3	-2	0	-0.5	-4
Cc1ccc(CNCC(O)c2ccccc2)s1 (stereo unspecified)	-5	0	-0.1	·	5	-1	0	0	-3.3	-1
CCc1cccc(NC(=O)CSC2=NS(=O)(=O)c3ccccc32)c1	-1	1	0.2	-55	-9	4	39	-1	-0.5	-2
Cc1cccc(C(O)C(O)c2cccc(C)n2)n1 (stereo unspecified)	2	-1	-0.3	-5	0	-1	3	-2	-0.2	·
Cc1ccc(NC(=O)O/N=C/c2ccc(F)cc2)cc1	37*	-3	0.0	·	2	1	-2	7	-0.5	-3
C[C@H](CO)N1C[C@H](C)[C@@H](CN(C)C)Oc2c(NS(=O)(=O)c3ccc(F)cc3)cccc2C1=O	2	5	0.2	1	1	-7	0	1	-0.2	3
COC(=O)C1=C(C)N=C2SC(C)C(=O)N2C1c1cccc(F)c1 (stereo unspecified)	4	-4	-4.6	·	3	-8	5	1	-1.2	·
COc1cc(NS(=O)(=O)c2ccc(NC(=O)c3ccc(Cl)cc3Cl)cc2)ncn1	1	2	0.7	-4	-7	3	7	-1	-3.0	-5
COc1ccc(-c2cc(=O)oc3c(C)c(OC(C)C(=O)Nc4ccc(CN5CCOCC5)cc4)ccc23)cc1 (stereo unspecified)	7	-1	1.5	8	2	43*	7	-3	-1.8	·
CC1Cc2cc(/C(O)=C3/C(=O)C(=O)N(CCCN(C)C)C3c3ccncc3)ccc2O1 (stereo unspecified)	-1	-1	-1.5	11	-5	1	-1	-5	0.0	3
CS(=O)(=O)N(CC(=O)Nc1ccccc1C(=O)N1CCCC1)c1cccc([N+](=O)[O-])c1	1	0	-0.3	-14	-2	-6	-1	-4	-1.5	-7
C/C(=N\NC(=O)CCc1ccc(S(=O)(=O)N2CCOCC2)cc1)c1ccc(Br)cc1	1	-2	0.2	7	-2	-10	-7	-2	-0.2	19
OCCC1CN(Cc2nc3c(s2)CCCC3)CCN1Cc1ccsc1 (stereo unspecified)	2	6	1.3	0	9	-13	-5	-2	-0.3	-5
Cc1onc(-c2ccccc2)c1NC(=O)N(Cc1ccccc1)C(C)C	-4	3	1.1	-11	-3	-2	7	-1	-0.3	-1
COCCNC(=O)C1CC2Cn3c(nc4cc5ccccc5cc43)C2N1C (stereo unspecified)	1	-1	1.6	7	-10	4	-12	5	-0.7	0
O=C1CC(NS(=O)(=O)c2ccc([N+](=O)[O-])cc2)CN1c1ccc(Cl)cc1 (stereo unspecified)	-8	0	-14	-13	-11	-1	-2	-1	-2.4	-2
Clc1ccc(-n2ncc3c(NCc4ccc5c(c4)OCO5)ncnc32)cc1	6	-1	-0.1	-7	1	12	-9	-3	-0.2	0
CCOC(=O)CSc1nc2c(c(=O)n1-c1ccc(OC)cc1)SCC2	-2	-1	0.5	-1	0	4	-6	-3	-0.8	0
CCNC(=O)c1ccc2c(c1)S(=O)(=O)c1ccccc1C2=O	4	-3	1.2	8	-5	6	-16	·	·	0
CCCn1c(SCC(=O)Nc2ccc(NC(C)=O)cc2)nc2c1c(=O)n(C)c(=O)n2C	3	2	-1.9	-3	-1	-6	3	-2	-2.1	-5
COc1ccc(CNC(=O)c2sc(=S)n(-c3ccccc3)c2N)cc1	16	5	-1.5	·	1	-16	4	-4	-1.1	·
Cc1ccc(-n2nnnc2SCn2nnc3ccccc3c2=O)cc1	-2	2	2.1	23	9	-5	-3	28	0.8	-4

As entered above:
Result of `COc1ccc(CNC(=O)c2sc(=S)n(-c3ccccc3)c2N)cc1` under Wnt act: -4
Result of `CCc1cccc(NC(=O)CSC2=NS(=O)(=O)c3ccccc32)c1` under Tat transport: -9
Result of `COc1ccc(Nc2nc(-c3ccccc3F)nc3ccccc23)cc1OC` under RTF Ca sens act: 1

The list continues:
SMILES	RTF Ca sens act	V-ATPase pHluor	CDK5 p35 inh	MITF act	Tat transport	dFosB activator	Rtt109 HAT inh	Wnt act	CAL PDZ FP-1	CAL PDZ FP-2
COc1ccc2cc(C(=O)CS(=O)(=O)c3ccccc3)c(=O)oc2c1	-6	0	0.7	5	-15	-4	9	-1	-1.8	-3
c1ccc(-n2ncc3c2ncn2nc(-c4ccco4)nc32)cc1	0	4	-0.7	77	-5	-3	4	·	-1.6	-6
COc1ccc(Cn2c(N)c(C#N)c3nc4ccccc4nc32)cc1OC	-2	-1	1.8	-6	-11	0	4	-2	-2.9	-3
CCOC(=O)NCc1ccc(CNC(=O)OCC)cc1	8	-12	1.9	1	0	1	3	2	·	-2
Cc1cccc(OCCOC(=O)C2CCN(S(=O)(=O)c3cccs3)CC2)c1	0	-6	2.0	-1	-3	6	-1	·	0.8	-4
CCCc1ccc(C(=O)NNc2ccc(F)cc2)cc1	-1	2	-0.6	·	5	6	1	-1	0.1	-1
O=c1[nH]cc(S(=O)(=O)c2ccccc2)[nH]1	-3	6	3.0	5	4	3	-7	2	·	-5
COc1ccc(C(=O)Nc2ccc(NC(=O)c3cccs3)c(OC)c2)cc1Cl	-2	0	0.1	29	4	1	1	-1	-1.1	0
COc1ccc(C(=O)Nc2ccccc2N2CCCC2)cc1	-2	4	1.6	4	-6	-2	-3	2	-0.9	0
Brc1c(CSc2nncn2-c2ccccc2)nc2sccn12	0	5	3.4	-16	-4	-4	4	-3	-0.7	0
CCOC(=O)C1CCN(S(=O)(=O)c2c(C)[nH]c(=O)[nH]c2=O)CC1	3	-2	0.0	7	5	4	3	·	0.3	-8
Cc1ccc(Oc2nc(CN3CCOCC3)nc3sc4c(c23)CCC(C)C4)cc1C (stereo unspecified)	1	-1	1.3	5	28	1	-1	-5	-1.0	5
CN1C(=O)NC(c2cccc([N+](=O)[O-])c2)C2=C1CC(C)(C)CC2=O (stereo unspecified)	3	1	1.0	-8	-5	3	-7	2	0.2	5
COc1cc2nc(SCc3ccc(F)cc3)n(Cc3cccs3)c(=N)c2cc1OC	-2	-1	1.4	-13	2	-16	-2	·	-0.4	-2
Cc1ccc2c(C)cc(=S)[nH]c2c1	1	0	1.8	-3	-1	2	0	1	-0.4	7
COc1ccc(N2CCN(C(=O)CSc3nnc4c(C)cc5cc(C)ccc5n34)CC2)cc1	2	0	-0.1	-4	4	-12	1	·	-1.3	-2
CC(=O)Nc1ccc(CNC(=O)C[N+]2(C)CCOCC2)cc1	-1	-3	-1.3	1	-7	1	4	0	-4.4	-1
